TROY signal inh – inhibitors of TROY-driven NF-kB signaling, primary screen, Q293 LMP1-TROYcd cells, NF-kB luciferase, uHTS; Q293 LMP1-TROYcd NF-kB luciferase reporter, 4 h; inhibition, % at 10 µM; hit rate 0.98% among 360,000;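 active = compounds whose plate-normalised and pattern-corrected inhibition of the luciferase reporter signal at the single screening dose is 50% or more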
SRC1 inh – SRC1 coactivator transcriptional activity inhibitors, primary screen, cell-based, luminescence; Nuclear receptor coactivator 1 (Homo sapiens), Q15788; HEK293 GAL4-SRC1 luciferase reporter; inhibition, % at 3.6 µM; hit rate 0.12% among 360,000; AID 588354, 2011;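 active = inhibition above the campaign mean plus 3 SD, with each screening campaign given its own cutoff, cut at about 60% in these data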;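 also: 0% = DMSO treated cells and 100% = gossypol at 36 µM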
SRC2 inh – inhibition of GAL4-SRC2 driven luciferase reporter, primary screen, SRC2 inhibitor project, cell-based, luminescence; Nuclear receptor coactivator 2 (Homo sapiens), Q15596; HEK293 GAL4-SRC2 luciferase reporter; inhibition, % at 9 µM; hit rate 0.17% among 370,000;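 active = inhibition above the mean inhibition of all tested compounds plus 3 SD, set per campaign, cut at about 52% in these data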;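 also: 0% = DMSO treated cells and 100% = cells given Gossypol at 36 µM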
TRAIL sens C8 – viability loss with TRAIL in NB7+C8 cells, primary screen, TRAIL sensitizer project, cell-based, ATPlite luminescence; AID 624354, 2012; inhibition (viability loss, TRAIL sensitization), % at 10 µM; hit rate 1% among 360,000;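 active = compounds causing at least 50% loss of cell viability in the single-dose screen, relative to plate controls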
NOD2-RIPK2 inh – NOD2-RIPK2 binding disruptors in cells, primary screen, fluorescence, CHO cells, BLA complementation; AID 624267, 2012; CCF4 ratio; inhibition, % at 4.98 µM; hit rate 0.38% among 360,000; Receptor-interacting serine/threonine-protein kinase 2 (Homo sapiens), O43353; in the data active = inhibition above about 21%;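 also: 0% = vehicle only and 100% = reference blocker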
Target sequence (O43353 whole entry, looked up): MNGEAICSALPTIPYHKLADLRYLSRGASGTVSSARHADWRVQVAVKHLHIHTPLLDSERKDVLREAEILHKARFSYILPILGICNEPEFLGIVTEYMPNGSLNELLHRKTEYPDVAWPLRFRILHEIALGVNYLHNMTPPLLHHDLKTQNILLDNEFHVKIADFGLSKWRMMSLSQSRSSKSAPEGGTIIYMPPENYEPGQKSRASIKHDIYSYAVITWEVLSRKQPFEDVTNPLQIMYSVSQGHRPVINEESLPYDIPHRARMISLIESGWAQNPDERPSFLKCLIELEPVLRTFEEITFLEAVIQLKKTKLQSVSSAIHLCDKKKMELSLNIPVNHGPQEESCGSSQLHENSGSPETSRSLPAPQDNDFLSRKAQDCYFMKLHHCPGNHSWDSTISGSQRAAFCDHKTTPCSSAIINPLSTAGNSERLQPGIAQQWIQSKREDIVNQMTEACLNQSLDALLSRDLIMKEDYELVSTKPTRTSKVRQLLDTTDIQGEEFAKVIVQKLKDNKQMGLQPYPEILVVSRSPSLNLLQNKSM
EBV LMP1 NFkB – EBV LMP1-driven NF-kappaB luciferase reporter inhibitors, primary screen, cell-based, luminescence, single point. LMP1-induced NF-kappaB luciferase reporter cells. inhibition, % at 12.5 µM. hit rate 0.69% among 350,000; in the data active = inhibition above about 41%;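 also: 0% = neutral control wells and 100% = reference inhibitor control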
NR5A2 inv ag – LRH-1 (NR5A2) inverse agonists, primary screen, cell-based, luminescence, HEK293T, StAR-luciferase reporter. Nuclear receptor subfamily 5 group A member 2 (Homo sapiens), O00482. LRH-1 transfected, 24 h. inhibition, % at 3.6 µM. hit rate 0.13% among 360,000. AID 602396, 2012;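 active = inhibition above the mean inhibition of all tested compounds plus 3 SD, cut at about 73% in these data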;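 also: 0% = DMSO wells and 100% = reporter-only cells lacking LRH-1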
TWEAK Fn14 block – inhibitors of TWEAK-Fn14 signaling, primary screen, luciferase reporter cells, uHTS; TWEAK-stimulated Fn14 reporter cells, luciferase luminescence, 8 h; inhibition, % at 10 µM; hit rate 2% among 360,000; AID 1159606, 2016; in the data active = inhibition above about 50%
TLR9-MyD88 block – inhibitors of TLR9-MyD88 association in cells, primary screen, cell-based, CHO, BLA complementation, fluorescence. Toll-like receptor 9 (Homo sapiens) + Myeloid differentiation primary response protein …. CCF4 FRET ratio. inhibition, % at 4.98 µM. hit rate 0.21% among 340,000;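 active = inhibition above the mean over all tested compounds plus 3 SD, cut at about 21% in these data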;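 also: 0% = DMSO only wells and 100% = clavulanate BLA inhibitor control wells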
NCOA3 inh – SRC3 coactivator transcriptional activity inhibitors, primary screen, cell-based, luminescence. AID 588352, 2011. hit rate 0.17% among 360,000. HEK293 GAL4-SRC3 luciferase reporter. Nuclear receptor coactivator 3 (Homo sapiens), Q9Y6Q9. inhibition, % at 3.6 µM;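 active = inhibition above a per-campaign cutoff, the mean of all compounds plus 3 SD, cut at about 60% in these data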;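 also: 0% = DMSO-treated cells and 100% = gossypol-treated cells at 36 µM; higher means less SRC3-driven luciferase light from the GAL4 reporter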
COUP-TFII inh – NR2F2 transcriptional activity inhibitors, primary screen, cell-based, luciferase reporter, HEK293T, luminescence. COUP transcription factor 2 (Homo sapiens), P24468. HEK293T NGFI-A luciferase reporter. inhibition, % at 8.6 µM. hit rate 0.7% among 370,000;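 active = inhibition above a per-plate cutoff, mean inhibition of test wells between control levels plus 3 SD, cut at about 38% in these data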;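 also: cells cotransfected with COUP-TFII expression vector driving the NGFI-A reporter; 0% = median of COUP-TF2 test wells and 100% = reporter-only cells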
Target sequence (P24468 whole entry, looked up): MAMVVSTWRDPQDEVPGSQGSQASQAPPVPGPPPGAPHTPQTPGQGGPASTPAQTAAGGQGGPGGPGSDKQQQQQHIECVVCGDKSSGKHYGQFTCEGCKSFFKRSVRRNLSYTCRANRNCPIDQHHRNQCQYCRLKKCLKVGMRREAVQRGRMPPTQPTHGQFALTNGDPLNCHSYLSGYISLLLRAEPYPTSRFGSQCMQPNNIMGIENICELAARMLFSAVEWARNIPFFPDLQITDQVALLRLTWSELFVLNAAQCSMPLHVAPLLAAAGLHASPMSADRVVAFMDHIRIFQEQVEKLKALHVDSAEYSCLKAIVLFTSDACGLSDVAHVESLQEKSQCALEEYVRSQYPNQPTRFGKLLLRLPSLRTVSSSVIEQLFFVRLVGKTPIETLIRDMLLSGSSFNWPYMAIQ
* = called active by the depositor; i = inactive; . = no result given. Only part of the results is shown. The share of hits here may be higher or lower than overall.

Under each structure – SRC1 inh, NOD2-RIPK2 inh, COUP-TFII inh, EBV LMP1 NFkB, TROY signal inh, NCOA3 inh, TWEAK Fn14 block, TRAIL sens C8, TLR9-MyD88 block, SRC2 inh, NR5A2 inv ag
1: COc1ccccc1OCc1ccc(C(=O)NC(C)c2ccccc2)o1 (stereo unspecified)
  4, -4, 14, 4, -23, -29, -11, -5, -7, -1, 8
2: O=C(CN1C(=O)NC(Cc2ccccc2)C1=O)Nc1ccc(OC(F)(F)F)cc1 (stereo unspecified)
  -24, -12, -3, 2, 15, 11, -11, 6, 9, -9, -4
3: COc1ccc(S(=O)(=O)NCC(=O)N(CC(=O)NCc2ccco2)C2CCCC2)cc1
  18, -10, 4, -14, 16, 14, 28, 0, -16, 7, -11
4: CCOC(=O)C1CCN(C(=O)CN(c2ccc3c(c2)OCCO3)S(C)(=O)=O)CC1
  -9, -8, -9, 3, -4, -12, -14, -10, 0, -6, -11
5: COc1ccc(CCNC(=O)c2nnn(-c3cc(C)cc(C)c3)c2N)cc1OC
  13, -1, -1, 2, -16, -7, 4, 4, -7, -6, -10
6: CCOc1ccc(NS(=O)(=O)c2ccc(C(=O)NCC(c3cccs3)N3CCOCC3)cc2)cc1 (stereo unspecified)
  -28, -13, -8, 2, -7, 21, 8, 19, -8, -8, 9
7: Clc1ccc(CNc2ccc(N3CCN(Cc4ccccc4)CC3)cc2)cc1
  19, 0, 3, 16, 3, 18, 25, 15, 0, 27, -1
8: COC(=O)C1C(=O)CC(C)(O)C(C(=O)OC)C1c1ccccc1F (stereo unspecified)
  -2, -3, -13, 5, -18, 8, -10, 2, 1, 5, 3
9: Cc1ccc(NC(=O)Cn2c(=O)cnc3ccccc32)cc1S(=O)(=O)N1CCOCC1
  9, -9, 16, 6, 2, -13, -6, -17, 1, -30, -13
10: O=C(Nc1sc2c(c1C(=O)O)CCCC2)c1cccs1
  -46, -3, -32, 3, -35, -2, 31, 8, 2, -84, 16
11: Cc1cccn2c(=O)c3cc(C(=O)NCCc4ccccc4)c(=N)n(Cc4ccco4)c3nc12
  -3, 7, 28, -6, 33, 1, 101*, 60*, 1, 9, -4
12: C[C@H](CO)N1C[C@H](C)[C@@H](CN(C)C(=O)NC2CCCCC2)Oc2ccc(NC(=O)NC3CCCCC3)cc2C1=O
  -9, -7, 10, -1, 6, -12, -6, -3, 13, 13, -13
13: Cc1onc(-c2ccccc2)c1C(=O)NC(C)C1CCCO1 (stereo unspecified)
  -9, -18, 14, -5, 9, 5, -5, 1, -12, 19, -7
14: C[C@H](N)C(=O)OCc1ccc([N+](=O)[O-])cc1
  -8, -5, 18, 4, -4, 7, -1, 11, 0, -21, 8
15: COC(=O)c1nccnc1N
  -18, -8, -7, 6, 3, 9, 15, 8, 1, -4, 6
16: O=C(Cc1c(F)cccc1Cl)OCC(=O)c1ccc[nH]1
  -27, -1, -29, 2, -24, -37, 6, -1, -2, -6, -16
17: COC(=O)CC(NS(=O)(=O)c1cccs1)c1ccccc1Cl (stereo unspecified)
  2, 4, 9, -7, 11, 9, -2, -2, -3, 0, -18
18: CC(C)(C)c1nc2ccc(Cl)cn2c1CC1CCCCC1
  7, 0, -14, ., 5, 3, 2, 5, ., 6, -17
19: COCc1nnc(NC(=O)c2ccc(S(=O)(=O)N(C)C3CCCCC3)cc2)o1
  0, -2, -2, 1, 1, 15, 3, 28, -1, -10, 2
20: COC(=O)c1ccccc1NC(=O)N1CCN(c2ccccc2F)CC1
  4, 6, -1, -6, -26, 11, -20, 4, -5, -26, 23
21: Cc1cnc(Sc2ncccc2[N+](=O)[O-])nc1
  3, 0, -4, -11, 10, 8, 5, 10, 2, 16, 4
22: CC(=O)N/C(=C\c1ccccc1)C(=O)OCc1cc(C)ccc1C
  -27, -6, 14, -1, -21, -7, -15, 6, -2, -13, 16
23: CC1CCCN(C(=O)COC(=O)/C=C/c2ccc(C(F)(F)F)cc2)C1 (stereo unspecified)
  -4, 0, -6, 0, -4, 13, 3, -10, 8, -25, -9
24: CCN1CCc2c(sc(NC(=O)Cc3ccccc3)c2C(=O)OC)C1
  12, 5, 3, 7, 0, 1, -21, -9, -1, 20, -9
25: OC1C2CN3CCN(C2)CC1(Cc1ccccc1)C3 (stereo unspecified)
  -4, 2, 7, 1, 25, 19, 7, -9, -11, 3, 5
26: Cc1ccc(O)c(N)c1
  -43, -6, ., 4, 37, -47, 34, 5, 3, ., 6
27: C=CCn1c(CCNC(=O)c2ccccc2F)nnc1SCc1nc2ccccc2c(=O)[nH]1
  -15, -4, 1, -5, 8, 10, 4, -4, -8, -58, -1
28: COC(=O)C1=CN(C)C=C(C(=O)OC)C1c1ccsc1
  -1, -6, -10, 1, -12, 1, -28, -16, -23, -7, -5
29: CC(=O)N1N=C(c2ccco2)CC1c1ccc(C)cc1 (stereo unspecified)
  -25, -2, -13, -10, -11, 11, 8, -14, -4, 7, -28
30: CC(=O)c1ccc(N2CCN(C(=O)c3cc4c(s3)CCCC4)CC2)cc1
  -49, 7, -10, -29, -12, -29, -21, 13, -6, -5, -38
31: O=C1CCCN1CCCNS(=O)(=O)c1ccc(Br)cc1
  -12, -5, -7, 4, -7, 10, -23, -5, -3, -27, 2
32: Cc1nnc(NC(=O)CCC2CCCCC2)s1
  -12, 0, -8, -4, -22, -16, -6, 10, -12, -26, -8
33: CC(=O)Nc1ccc(S(=O)(=O)Oc2ccccc2N2C(=O)C3C4CCC(C4)C3C2=O)cc1 (stereo unspecified)
  -33, -4, -3, 14, -6, -41, -7, 11, 3, -8, 11
34: CCOc1ccc(NC(=O)CN(C)C(=O)C2=COCCO2)cc1OCC
  11, -5, -12, 0, -8, -10, -13, 2, -3, -35, 11
35: CCCCn1nc(NC(=O)c2cccs2)c2cc3ccccc3nc21
  -2, 12, 13, 12, -42, 1, 48, 14, 5, 20, -4
36: COc1ccc(OC)c2nc3c(C(=O)NCCN(C)C)cccc3nc12
  15, -8, -34, -2, -2, 37, -23, 2, -3, i, 68
37: CC1=C(C(=O)N(C)C)CC(CC(=O)NCC2CCCCC2)C(=O)N1CCCN1CCCC1=O (stereo unspecified)
  -2, -2, 7, -5, 15, 4, 1, 9, -8, -31, 10
38: c1ccc(Oc2cccc(OCCn3cncn3)c2)cc1
  -27, -5, 2, 3, -4, -13, -12, -12, -1, 9, 1
39: CC(C)(C)C(=O)Nc1cc(C(F)(F)F)ccc1N1CCOCC1
  -2, -4, -16, -6, -15, 1, -4, -16, 3, -42, 0
40: Cc1ccc(C)c(NC(=O)CCOc2ccccc2)c1
  9, 8, 16, 7, -15, 6, -9, -5, 5, -27, -5
41: COc1ccc(CNC(=O)CCC(=O)n2ncc3cc(C)ccc32)cc1
  3, -14, -16, 4, -33, 13, -6, -4, -4, 9, 2
42: O=C(CN1C(=O)c2ccccc2S1(=O)=O)NCCSCc1ccccc1Cl
  -11, -4, -13, -1, -12, -17, 4, -2, -4, -55, 14
43: Cc1cc(C)c(C)c(S(=O)(=O)N2CCC(C(=O)N3CCCC3)CC2)c1C
  -6, -5, -3, -7, -7, -3, -6, -6, 6, 22, 7
44: NC(c1csc(Nc2ccc(C(F)(F)F)cn2)n1)C1CCCCC1 (stereo unspecified)
  3, 11, 8, ., 6, 3, -36, 29, ., -36, -18
45: Cc1cccc(NC(=O)N2CCC(NC(=O)C3CCCCC3)CC2)c1
  13, -9, -18, -2, 10, -7, 1, 6, 8, 5, -18
46: CN1C(=O)N(CC(=O)c2ccc3c(c2)OCO3)C(=O)C12CCCCC2
  2, 0, -6, -6, -4, -11, -20, -14, 3, 8, 11
47: CCc1[nH]nc(C(=O)N2CCCC(CNS(=O)(=O)c3cccs3)C2)c1C (stereo unspecified)
  -11, 8, 6, -13, -14, -1, -10, -9, 6, 2, -1
48: CCc1nnc(N2C(=N)SCC2=O)s1
  -2, -5, -6, -4, -3, 8, -1, 4, -3, 3, 8
49: O=C(Cc1ccccc1)NCC(=O)N1CCc2ccccc2C1
  -10, -6, -14, ., 0, -16, 4, 0, 1, -10, -16
50: Nc1nc2ccc(Cl)cc2cc1C(=O)NCCc1c[nH]c2ccccc12
  ., 4, ., ., 21, ., 52*, 14, ., ., 11
51: N/C(=N\OC(=O)c1ccc([N+](=O)[O-])cc1)c1ccc(Br)cc1
  -1, -5, 9, -26, -13, -10, -60, 31, -2, -5, -4
52: N#CCc1c(C#N)c(N)nc(N2CCN(S(=O)(=O)c3ccccc3)CC2)c1C#N
  8, -3, 12, 4, 8, 5, -14, 11, 5, 14, -10
53: CSc1nncc(-c2ccc(F)cc2)n1
  -7, -13, 3, -1, -20, 10, -8, -6, -8, -25, -9
54: COc1ccc(C(C(=O)NC2CCCC2)n2c(CSCCOc3ccccc3)nc3ccccc32)cc1 (stereo unspecified)
  ., -11, 70*, ., ., ., ., 12, ., 79*, 21

3 compounds from above, ordered by the value under SRC1 inh, ascending:
| no. | compound | SRC1 inh | NOD2-RIPK2 inh | COUP-TFII inh | EBV LMP1 NFkB | NCOA3 inh | TWEAK Fn14 block | TLR9-MyD88 block | SRC2 inh | NR5A2 inv ag |
| --- | --- | --- | --- | --- | --- | --- | --- | --- | --- | --- |
| 42 | O=C(CN1C(=O)c2ccccc2S1(=O)=O)NCCSCc1ccccc1Cl | -11 | -4 | -13 | -1 | -17 | 4 | -4 | -55 | 14 |
| 49 | O=C(Cc1ccccc1)NCC(=O)N1CCc2ccccc2C1 | -10 | -6 | -14 | . | -16 | 4 | 1 | -10 | -16 |
| 46 | CN1C(=O)N(CC(=O)c2ccc3c(c2)OCO3)C(=O)C12CCCCC2 | 2 | 0 | -6 | -6 | -11 | -20 | 3 | 8 | 11 |

Bioassay records: PubChem BioAssay, several laboratories
